Screens from PubChem.
LYPLA1 counter: blocks human lysophospholipase 1, a PME1 counter-screen. 320,000 tested, 0.16% active. inhibition, % at 5.9 µM. O75608. AID 2174. recombinant LYPLA1, FP-Rh probe fluorescence polarization;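 active = inhibition above the mean of all tested compounds plus 3 SD, set per campaign, cut at about 14% in these data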;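 also: inhibitors block serine hydrolase probe labeling of LYPLA1 so polarization falls; 0% = enzyme with DMSO and 100% = wells lacking LYPLA1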
Target sequence (O75608 whole entry, looked up): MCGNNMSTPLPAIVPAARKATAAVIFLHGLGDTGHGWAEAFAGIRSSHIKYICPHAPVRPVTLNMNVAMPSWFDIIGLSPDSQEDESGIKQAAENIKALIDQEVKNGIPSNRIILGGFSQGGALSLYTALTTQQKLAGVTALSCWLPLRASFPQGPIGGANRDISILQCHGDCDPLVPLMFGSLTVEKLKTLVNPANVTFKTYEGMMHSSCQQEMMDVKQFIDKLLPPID
pPAFAH inh: pPAFAH (human) enzyme inhibition; inhibition, % at 3.39 µM; recombinant pPAFAH, FP-rhodamine probe fluorescence polarization; 330,000 tested, 1.5% active; Q13093;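 active = inhibition above the mean inhibition across the screen plus 3 SD, cut at about 25% in these data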;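 also: inhibitors block binding of the rhodamine activity-based probe so polarization drops; 0% = enzyme with DMSO and 100% = wells lacking pPAFAH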
PAFAH1B3 FP inh: PAFAH1B3 (human) inhibition | 340,000 tested, 0.28% active | recombinant PAFAH1B3, FP-rhodamine probe, fluorescence polarization | Q15102 | inhibition, % at 3.39 µM;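 active = inhibition above the screen-wide average of all tested compounds plus 3 SD, cut at about 25% in these data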;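 also: 0% = enzyme with DMSO only and 100% = wells lacking PAFAH1B3 protein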
Fam108B counter: counter-screen for RBBP9 inhibitors: inhibitors of mouse Fam108B. inhibition, % at 9.51 µM. recombinant Fam108B, FP-Rh probe fluorescence polarization. 300,000 tested, 0.33% active;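 active = inhibition above the screen mean inhibition plus 3 SD, computed separately per campaign, cut at about 18% in these data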;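 also: inhibitors lower polarization as less probe binds the enzyme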
PAD4 FP inh: inhibitors of human PAD4; AID 485272; Q9UM07; inhibition, % at 6.36 µM; 330,000 tested, 0.41% active; recombinant PAD4, RCA probe fluorescence polarization;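 active = percent inhibition above a cutoff equal to the mean of all tested compounds plus 3 SD, cut at about 15% in these data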;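 also: 0% = PAD4 with RCA probe and DMSO and 100% = probe without PAD4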
Target sequence (Q9UM07 whole entry, looked up): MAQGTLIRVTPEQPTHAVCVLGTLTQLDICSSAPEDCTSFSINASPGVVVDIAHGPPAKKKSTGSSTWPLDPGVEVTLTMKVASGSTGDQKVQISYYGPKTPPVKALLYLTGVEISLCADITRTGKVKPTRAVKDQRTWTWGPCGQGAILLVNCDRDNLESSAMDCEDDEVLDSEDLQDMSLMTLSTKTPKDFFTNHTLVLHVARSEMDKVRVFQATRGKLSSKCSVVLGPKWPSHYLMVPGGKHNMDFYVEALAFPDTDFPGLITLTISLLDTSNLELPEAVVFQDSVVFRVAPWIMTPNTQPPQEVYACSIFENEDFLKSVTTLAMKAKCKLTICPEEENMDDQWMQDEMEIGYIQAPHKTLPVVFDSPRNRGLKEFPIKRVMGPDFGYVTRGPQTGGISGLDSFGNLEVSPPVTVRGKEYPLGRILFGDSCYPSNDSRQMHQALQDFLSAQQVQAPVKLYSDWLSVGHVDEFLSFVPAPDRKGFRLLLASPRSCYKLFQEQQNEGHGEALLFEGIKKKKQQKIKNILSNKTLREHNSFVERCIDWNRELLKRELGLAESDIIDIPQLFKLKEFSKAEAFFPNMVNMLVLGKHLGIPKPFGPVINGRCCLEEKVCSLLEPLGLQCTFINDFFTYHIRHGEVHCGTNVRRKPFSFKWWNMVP
GSTO1 inh: blocks human GSTO1 in RBBP9 counter-screen. recombinant GSTO1, activity-based probe fluorescence polarization. inhibition, % at 5.96 µM. 300,000 tested, 1.1% active;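 active = inhibition above the campaign mean inhibition plus 3 SD, cut at about 35% in these data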;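 also: 0% = GSTO1-1 with DMSO and 100% = wells lacking GSTO1-1 enzyme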
PME-1 inh: blocks human protein phosphatase methylesterase 1; recombinant PME-1, FP-Rh probe fluorescence polarization; AID 2130; 320,000 tested, 0.53% active; inhibition, % at 5.9 µM; Q9Y570;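 active = inhibition above the campaign mean of all compounds plus 3 SD, cut at about 26% in these data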;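 also: competitive labeling of PME-1 active site by serine hydrolase directed probe; 0% = PME-1 with DMSO and 100% = wells lacking PME-1 enzyme; inhibitors block probe labeling so polarization falls and inhibition rises; many of its hits are not listed in these tables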
PAFAH1B2 FP inh: blocks human PAF acetylhydrolase 1b catalytic subunit 2. recombinant PAFAH1B2, FP-rhodamine activity probe, fluorescence polarization. inhibition, % at 3.39 µM. 340,000 tested, 1.2% active. AID 492953;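 active = inhibition above the mean of all tested compounds plus 3 SD, cut at about 24% in these data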;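 also: 0% = enzyme with DMSO and 100% = wells lacking PAFAH1B2; many of its hits are not listed in these tables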
PAFAH2 inh: PAFAH2 (human) inhibition; Q99487; recombinant PAFAH2, FP-rhodamine activity probe, fluorescence polarization; inhibition, % at 3.39 µM; 340,000 tested, 0.99% active;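 active = inhibition above the mean over all tested compounds plus 3 SD, cut at about 30% in these data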;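 also: inhibitors block probe labeling of enzyme so polarization drops; 0% = enzyme with DMSO and 100% = wells lacking PAFAH2 protein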
* marks the source's active call; other numbers are inactive results; nt = no result given. An excerpt. The share of hits here may be higher or lower than overall.

SMILES	LYPLA1 counter	pPAFAH inh	PAFAH1B3 FP inh	Fam108B counter	PAD4 FP inh	GSTO1 inh	PME-1 inh	PAFAH1B2 FP inh	PAFAH2 inh
COCCCNC(=O)Cn1nnc(-c2ccccc2NC(=O)c2ccc(F)cc2)n1	2	2	-2	-2	-5	0	-3	6	-1
S=C(Nc1ccccc1)N1CCCN1c1ccccc1	4	2	6	0	-3	6	2	0	2
Cc1nc(N2CCN(C(=O)c3ccco3)CC2)nc2c1C(=O)CCC2	2	2	-2	5	-5	-5	1	3	2
CC(=O)Nc1ccc(CC#N)cc1	1	2	5	1	4	5	3	3	-4
O=C(COC(=O)c1ccc(S(=O)(=O)NCc2ccco2)cc1)NC1CCCCC1	3	21	6	-2	2	-3	3	-2	0
CC(C)OC(=O)c1ccc(N2C(=O)C3CC=CCC3C2=O)cc1 (centres undefined)	1	11	6	-2	-14	3	-1	1	-13
Cc1ccc(NC(=O)c2ccc(OC(=O)C(C)Oc3ccc(Cl)cc3C)cc2)cc1 (centres undefined)	2	3	1	-3	2	0	3	5	1
CCOc1cc(S(=O)(=O)N2CCN(C(=O)c3ccco3)CC2)ccc1F	-1	7	4	-1	0	1	-1	3	3
Cc1ccccc1NC(=O)Cn1cnc2c1c(=O)n(C)c(=O)n2C	-2	4	11	-1	3	-1	1	6	-1
Cc1cc(C)c(S(=O)(=O)N(CC(=O)NCc2cccnc2)C2CCCCC2)c(C)c1	1	3	-3	1	1	9	-3	-2	8
S=C(c1ccccc1)N(c1ccccc1)c1ccccc1	-1	6	4	0	-3	-3	6	38*	1
COc1ccc(C2CC(=O)C3=C(C2)Nc2ncnn2C3c2ccccc2C)cc1 (centres undefined)	1	6	-5	-5	-4	-3	0	1	1
COC(=O)Cc1[nH]n(-c2nc3ccccc3s2)c(=O)c1C(C)=Nc1ccc(OC)cc1	1	1	9	-7	-8	-5	-7	3	-2
O=C(NCC1CCCO1)C1CCN(S(=O)(=O)Cc2ccccc2)CC1 (centres undefined)	3	4	5	3	-3	8	-4	6	0
COc1ccccc1NC(=O)CCCc1c[nH]c2ccccc12	-2	1	11	1	0	3	4	3	5

Records listed above printed as active in PAFAH1B2 FP inh:
molecule	pPAFAH inh	PAFAH1B3 FP inh	PAD4 FP inh	PME-1 inh	PAFAH1B2 FP inh	PAFAH2 inh
S=C(c1ccccc1)N(c1ccccc1)c1ccccc1	6	4	-3	6	38*	1

Further compounds
SMILES	LYPLA1 counter	pPAFAH inh	PAFAH1B3 FP inh	Fam108B counter	PAD4 FP inh	GSTO1 inh	PME-1 inh	PAFAH1B2 FP inh	PAFAH2 inh
COc1cc(NC(=O)Cn2nc(Cc3cccnc3)c3ccccc3c2=O)cc(OC)c1OC	-5	-1	-2	-5	3	2	3	5	10
COc1cc(CC(=O)Nc2ccc3nc(C)sc3c2)cc(OC)c1OC	1	-8	0	3	6	-1	-3	-2	2
CCOc1ccc(C(=O)Nc2ccc3c(c2)OCCO3)cc1[N+](=O)[O-]	0	3	nt	3	-2	4	2	nt	nt
Oc1ccc(N=Cc2sc3ccccc3c2Cl)cc1	7	21	20	4	20*	88*	14	6	-3
CCN(Cc1ccccc1)C(=O)COC(=O)[C@@H]1CCCN1C(=O)c1cccs1	nt	0	2	nt	0	nt	nt	7	6
COc1cccc(C=Nc2ccc(C)c(F)c2)c1O	2	0	0	1	-1	7	-8	1	-2
COc1ccc(N2CCN(c3ncccc3C#N)CC2)cc1	3	0	-3	0	6	2	-6	2	0
Cc1ccc(Oc2nccc(-c3ccc(Cl)cc3)n2)cc1	-3	9	-2	2	3	5	-3	-4	-1
COc1ccc2c(c1OC)C(=O)OC2Nc1nc(-c2ccc(-c3ccccc3)cc2)cs1 (centres undefined)	-3	13	6	14	-2	3	6	2	-7
COc1cc2ccccc2cc1C(=O)N1CC(C)CC(C)C1 (centres undefined)	-2	2	0	2	3	5	2	4	8
CCOc1cccc(=O)c2c(C)n(CC3CCCO3)c(C)c12 (centres undefined)	-2	13	-2	5	2	17	-2	1	10
Cc1oc(-c2ccc(Cl)cc2)nc1CSCC(=O)NC1CCN(Cc2ccccc2)CC1	-4	23	2	2	-4	-4	5	7	-1
CC(=O)c1cccc(OCc2cc(C(=O)NCc3nc(C)c(C)s3)no2)c1	-1	6	3	-1	-3	-4	-4	1	3
Cc1cnccc1CNC(=O)C1CCC(=O)N(Cc2ccc(Cl)cc2)C1 (centres undefined)	-1	0	8	-4	2	1	-2	4	3
CC(=O)c1c(O)cc2n(c1=O)-c1ccc(Cl)cc1C2(C)C	-6	0	8	-3	-5	-3	-7	17	9
O=C(O)c1ccc(NC(=S)NC(=O)C(c2ccccc2)c2ccccc2)cc1	0	-5	-4	-2	2	-2	-5	14	2
CCOC(=O)c1[nH]cnc1C(=O)Nc1ccccc1C	1	-4	2	-4	-8	1	-1	0	1
Cc1cccn2cc(COc3cccc([N+](=O)[O-])c3)nc12	0	-5	0	-2	-3	4	6	-1	5
CCOC(=O)c1c2n(c3ccc(O)cc13)CCCCC2	-2	4	8	5	1	-4	1	1	1
Cc1ccc(S(=O)(=O)N(C)C)cc1NC(=O)/C=C/c1cccs1	-1	3	-2	3	5	-5	2	-1	6
CCCC(=O)N(CCN1CCOCC1)c1nc2ccc(OCC)cc2s1	-4	0	4	5	1	2	1	3	-4
COc1ccc(-n2nc(C)c3sc(C)nc3c2=O)cc1	3	3	-2	8	3	4	0	4	4
CCN(CC(=O)Nc1ccc(OC)cc1)C(=O)c1ccc(N2CCCC2=O)cc1	2	3	17	nt	2	nt	2	10	-8
CCOC(=O)c1sc2cc([N+](=O)[O-])cc(SCC(=O)OC)c2c1N	15*	25*	5	7	-7	36*	8	-2	4
COc1ccc2c(c1[N+](=O)[O-])CCC/C2=N/OC(=O)c1cccc2ccccc12	-1	3	6	-2	0	2	0	1	5
Nc1ccccc1Nc1nc2ccccc2[nH]1	2	3	14	3	-7	20	2	1	6
O=C(Cn1ccc2ccccc2c1=O)NCCC(=O)N1CCN(c2cccc(Cl)c2)CC1	-3	-3	-2	0	2	10	-3	3	-3
O=C(Cn1cnc2c(nnn2Cc2ccc(F)cc2)c1=O)N1CCN(c2ccccc2)CC1	2	-1	-5	2	-6	0	1	1	-6
Cc1csc2c(C#N)c(=O)c3c(n12)CCC3	6	5	3	-2	-2	-1	-2	0	10
Cc1ccc([N+](=O)[O-])cc1S(=O)(=O)N1CCNCC1	-2	-2	5	3	3	-1	-3	0	1
CC1(C)CC2(CCO1)C(Nc1ccccc1)=NC(=S)N2c1ccccc1 (centres undefined)	1	3	nt	1	-3	3	6	nt	nt
CN(C(=O)c1ccc2c(Cl)c3c(nc2c1)CCC3)c1ccccc1	-4	3	-1	7	-3	-7	-5	4	0
O=C1CCCN1CCCNS(=O)(=O)c1ccccc1	0	4	8	-2	-1	7	3	6	0
Cn1c(=O)c2c(ncn2CC(=O)OCC(=O)NCc2ccccc2Cl)n(C)c1=O	-2	2	3	-1	-4	2	2	0	-8
CCOCCCNC(=O)c1c[nH]c2cc(C)ccc2c1=O	-3	-3	-2	-3	-3	7	-2	3	0
Cc1ccc(CN2[C@@H](CC(C)C)COCCS2(=O)=O)cc1	3	-4	5	0	-4	1	9	5	8
Cc1cccc(-n2nnnc2SCC(=O)NCCN2C(=O)CSC2=O)c1	4	6	5	-1	-5	1	0	4	2
COc1ccc(-c2oc3ccc(-c4cc(OC)c(OC)c(OC)c4)cc3c2-c2ccc(OC)cc2)cc1	3	-5	nt	2	4	-2	-2	nt	nt
Cc1ccc(NC(=O)c2sc3ncn(CC(=O)N4CCOCC4)c(=O)c3c2C)c(Br)c1	0	0	8	4	-2	0	6	5	2
COc1ccc(NC(=O)c2sc3nc(N4CCCC4)c4c(c3c2N)CC(C)(C)OC4)cc1	2	12	14	1	-8	12	6	7	12
Cc1cccc(C)c1NC(=O)COC(=O)CNC(=O)C1CCCCC1	-1	5	6	nt	-1	nt	-4	1	-6
CCOC(=O)N1CCC(NS(=O)(=O)c2ccc(NC(C)=O)c(Cl)c2)CC1	0	5	nt	3	0	-3	-2	nt	nt
CCN(CC)CCC(c1ccc(OC)cc1)c1c(O)cc(OC)cc1OC (centres undefined)	1	2	-6	10	0	0	3	-3	-1
CC(Cc1cccs1)NC(=S)Nc1ccc(Cl)cc1 (centres undefined)	-5	-3	3	-1	5	1	-3	4	-6
CN=C(Nc1cccc(S(=O)(=O)N2CCOCC2)c1)c1ccccc1	nt	3	4	nt	0	nt	nt	8	1
Cc1nn2c3ccccc3nc2c2ccccc12	-5	-2	7	0	-6	1	-6	6	11
Cc1onc(-c2ccccc2)c1C(=O)N1CCN(S(=O)(=O)c2ccccc2Br)CC1	-5	-1	5	2	-5	-11	1	2	12
CN(C)S(=O)(=O)c1cccc(NC(=S)N/N=C/c2ccco2)c1	1	3	-7	-7	-2	31	8	-1	-11
O=C(CSc1nccn1-c1ncc(C(F)(F)F)cc1Cl)c1ccc(Cl)cc1	-2	-6	0	-4	-4	6	-5	6	-3
S=c1[nH]ccn1CCc1ccccc1	-3	-1	6	0	1	0	-3	3	-7

Of the compounds above, 12 have a Cl atom.
SMILES	LYPLA1 counter	pPAFAH inh	PAFAH1B3 FP inh	Fam108B counter	PAD4 FP inh	GSTO1 inh	PME-1 inh	PAFAH1B2 FP inh	PAFAH2 inh
Cc1ccc(NC(=O)c2ccc(OC(=O)C(C)Oc3ccc(Cl)cc3C)cc2)cc1 (centres undefined)	2	3	1	-3	2	0	3	5	1
Oc1ccc(N=Cc2sc3ccccc3c2Cl)cc1	7	21	20	4	20*	88*	14	6	-3
Cc1ccc(Oc2nccc(-c3ccc(Cl)cc3)n2)cc1	-3	9	-2	2	3	5	-3	-4	-1
Cc1oc(-c2ccc(Cl)cc2)nc1CSCC(=O)NC1CCN(Cc2ccccc2)CC1	-4	23	2	2	-4	-4	5	7	-1
Cc1cnccc1CNC(=O)C1CCC(=O)N(Cc2ccc(Cl)cc2)C1 (centres undefined)	-1	0	8	-4	2	1	-2	4	3
CC(=O)c1c(O)cc2n(c1=O)-c1ccc(Cl)cc1C2(C)C	-6	0	8	-3	-5	-3	-7	17	9
O=C(Cn1ccc2ccccc2c1=O)NCCC(=O)N1CCN(c2cccc(Cl)c2)CC1	-3	-3	-2	0	2	10	-3	3	-3
CN(C(=O)c1ccc2c(Cl)c3c(nc2c1)CCC3)c1ccccc1	-4	3	-1	7	-3	-7	-5	4	0
Cn1c(=O)c2c(ncn2CC(=O)OCC(=O)NCc2ccccc2Cl)n(C)c1=O	-2	2	3	-1	-4	2	2	0	-8
CCOC(=O)N1CCC(NS(=O)(=O)c2ccc(NC(C)=O)c(Cl)c2)CC1	0	5	nt	3	0	-3	-2	nt	nt
CC(Cc1cccs1)NC(=S)Nc1ccc(Cl)cc1 (centres undefined)	-5	-3	3	-1	5	1	-3	4	-6
O=C(CSc1nccn1-c1ncc(C(F)(F)F)cc1Cl)c1ccc(Cl)cc1	-2	-6	0	-4	-4	6	-5	6	-3
